hERG protect: hERG rescue from dofetilide block, primary screen, cell-based, CHO-hERG, FluxOR thallium flux, dofetilide IC70; 310,000 tested, 0.51% active; activation (rescue from dofetilide block), less the hit threshold, % at 10 µM; dofetilide IC70 present; Voltage-gated inwardly rectifying potassium channel KCNH2 (Homo sapiens), Q12809;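 active means activation above the mean of controls blocked by dofetilide plus 5 SD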;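 further: thallium influx through hERG after potassium depolarization seen as dye fluorescence rise; in these data hits start at about 4.7%; inactives centre near -7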
KCNK9 inh: KCNK9 potassium channel inhibitors, primary screen, HEK293 cells, thallium flux; Potassium channel subfamily K member 9 (Homo sapiens), Q9NPC2; FluxOR thallium flux fluorescence; active compounds read low; B-score at 10 µM; 310,000 tested, 1.2% active; AID 488922, 2010;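 active means ratio B-score over 3 SD below the library mean, with starting fluorescence within 5 SD of its mean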;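 further: negative B-score means less thallium flux so channel inhibition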
Target sequence (Q9NPC2 whole entry, looked up): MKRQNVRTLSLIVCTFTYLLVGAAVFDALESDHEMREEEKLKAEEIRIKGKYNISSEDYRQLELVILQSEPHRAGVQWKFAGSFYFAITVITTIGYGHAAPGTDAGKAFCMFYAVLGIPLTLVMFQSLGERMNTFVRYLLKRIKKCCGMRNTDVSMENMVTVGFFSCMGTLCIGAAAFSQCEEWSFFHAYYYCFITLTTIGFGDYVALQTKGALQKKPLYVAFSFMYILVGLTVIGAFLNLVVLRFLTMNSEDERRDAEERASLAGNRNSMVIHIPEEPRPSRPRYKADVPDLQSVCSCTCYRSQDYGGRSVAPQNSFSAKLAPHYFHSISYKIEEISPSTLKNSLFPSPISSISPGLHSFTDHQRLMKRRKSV
TMEM16A act: TMEM16A chloride channel activators or potentiators, primary screen, cell-based, HTS; AID 623877, 2012; Anoctamin-1 (Mus musculus), Q8BHY3; HEK293 TMEM16A/YFP-H148Q/I152L, iodide quench fluorescence; active compounds read low; 340,000 tested, 0.3% active; B-score at 10 µM;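 active means fluorescence-ratio B-score plate-corrected deviation score at least 3 library SD below zero, with starting fluorescence score within 5 deviations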;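 further: channel opened by trigger with iodide after compound preincubation; score built on the fluorescence ratio of max minus min over baseline; more negative score means more quench and so TMEM16A activation or potentiation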
HDAC3 inhib: HDAC3 deacetylase inhibitors, primary screen, biochemical, fluorescence, cell-free homogeneous. Histone deacetylase 3 (Homo sapiens), O15379. recombinant HDAC3, fluorogenic peptide/trypsin coupled. inhibition, % at 8.3 µM. 320,000 tested, 0.15% active. AID 2718, 2010; in the data active means inhibition above about 26%, passing the limit was not always enough
DYRK1A inh: rat Dyrk1A kinase inhibitors, primary screen, biochemical, single point, plate reader. Dual specificity tyrosine-phosphorylation-regulated kinase 1A (Rattus norvegicus), Q63470. ADP-Glo luminescence, NFATc1 peptide. inhibition, % at 12.5 µM. 310,000 tested, 0.43% active; in the data active means inhibition above about 50%;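 further: plate controls were vehicle with enzyme for no effect and no enzyme for full effect; many of its hits are not listed in these tables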
KCNQ1 block: inhibitors of human KCNQ1 channel, primary screen, cell-based, thallium flux, high-throughput. Potassium voltage-gated channel subfamily KQT member 1 (Homo sapiens), P51787. CHO-K1 KCNQ1, FluxOR thallium flux fluorescence; active compounds read high. B-score at 10 µM. 310,000 tested, 1.3% active;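 active means compounds whose thallium flux B-score, printed positive for inhibition, exceeds three library SD while starting fluorescence stays within three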;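 further: channel opened by potassium depolarization with thallium stimulus after 20 min compound exposure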
Target sequence (P51787 whole entry, looked up): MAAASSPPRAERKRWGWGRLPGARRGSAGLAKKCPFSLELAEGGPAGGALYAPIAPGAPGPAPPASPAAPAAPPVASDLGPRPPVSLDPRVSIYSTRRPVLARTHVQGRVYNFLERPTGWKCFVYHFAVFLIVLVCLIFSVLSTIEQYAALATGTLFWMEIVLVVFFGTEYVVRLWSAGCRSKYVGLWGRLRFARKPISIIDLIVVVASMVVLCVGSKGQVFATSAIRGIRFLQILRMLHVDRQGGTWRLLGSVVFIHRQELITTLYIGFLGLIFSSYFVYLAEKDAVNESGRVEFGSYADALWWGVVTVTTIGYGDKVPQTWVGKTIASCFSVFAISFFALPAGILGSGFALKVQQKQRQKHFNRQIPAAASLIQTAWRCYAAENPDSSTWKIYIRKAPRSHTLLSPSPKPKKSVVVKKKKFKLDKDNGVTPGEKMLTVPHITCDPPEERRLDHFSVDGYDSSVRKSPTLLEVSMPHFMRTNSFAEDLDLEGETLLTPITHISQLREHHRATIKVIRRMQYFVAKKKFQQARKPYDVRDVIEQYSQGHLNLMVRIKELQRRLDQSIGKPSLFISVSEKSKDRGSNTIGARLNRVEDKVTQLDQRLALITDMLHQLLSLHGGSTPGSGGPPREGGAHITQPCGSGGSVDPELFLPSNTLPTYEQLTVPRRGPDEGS
TRPC4 agonist: activators of mouse TRPC4 channel, primary screen, Fluo4 calcium, HEK293 TRPC4beta/mu-opioid cells; 310,000 tested, 0.49% active; AID 2237, 2010; Short transient receptor potential channel 4 (Mus musculus), Q9QUQ5; Fluo4 calcium fluorescence; active compounds read high; B-score at 10 µM;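 active means B-score above 5 SD of library B-scores, and initial fluorescence ratio not above library mean plus 5 SD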;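 further: positive B-score marks a calcium rise read as TRPC4 activation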
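Technique: kinetic Fluo4 calcium fluorescence; Test system: TRPC4beta and mu-opioid receptor HEK293 stable cells; Measure: B-scored integrated calcium fluorescence ratio; Benchmarks: low control buffer alone, high control maximal DAMGO; Schedule: 45 min room-temperature Fluo4 loading, 110 s read.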
KCNK3 block: human KCNK3 channel inhibitors, primary screen, CHO cells, FluxOR thallium flux, B-score; 340,000 tested, 0.84% active; B-score at 10 µM; Potassium channel subfamily K member 3 (Homo sapiens), O14649; FluxOR fluorescence; active compounds read low;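 active means B-score under library mean minus 4 SD, starting fluorescence ratio at most library mean plus 5 SD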;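 further: more negative B-score means stronger inhibition of thallium flux through KCNK3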
TRPC4 potent: positive allosteric modulators of TRPC4, primary screen, cell-based, mouse TRPC4beta, HEK293 mu-opioid, Fluo-4 calcium. Short transient receptor potential channel 4 (Mus musculus), Q9QUQ5. DAMGO EC20, Fluo-4 Ca2+ flux; active compounds read high. B-score at 10 µM. 310,000 tested, 0.42% active;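 active means B-score of calcium response area above 5 SD of library B-scores, with initial fluorescence ratio within 5 SD of library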;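 further: B-score of integrated fluorescence ratio over time as area under calcium response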
TMEM16A inh: TMEM16A chloride channel inhibitors, primary screen, cell-based, HTS | Anoctamin-1 (Mus musculus), Q8BHY3 | HEK293 TMEM16A/YFP iodide influx fluorescence, ionomycin | normalized B-score (activity score, 25-100; higher = stronger inhibition) at 10 µM | 310,000 tested, 1.2% active;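 active means ratio plate-corrected score three or more library SD toward inhibition, starting fluorescence score within five deviations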;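 further: score derived from kinetic fluorescence span divided by baseline fluorescence per well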
KCNQ1 act: potentiators or activators of KCNQ1 channel, primary screen, cell-based, thallium flux, high-throughput. 310,000 tested, 0.35% active. CHO-K1 KCNQ1, thallium flux FluxOR fluorescence; active compounds read high. B-score at 10 µM;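 active means fluorescence ratio B-score, a plate-corrected score, at least three library SD, with initial intensity B-score within 5 SD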
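assay system = CHO-K1 cells stably expressing KCNQ1 | medium = assay buffer, equal DMSO in all wells | timing = 37 °C overnight plating, 90-min dark dye load, 20-min compound pretreatment | measured by = kinetic FluxOR thallium fluorescence, 10-s 1-Hz baseline, 110-s post-stimulus read | measure = fluorescence change relative to baseline, converted to B score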
The depositor's hits bear a star; i = inactive; . = no result given.

canonical_smiles,HDAC3 inhib,DYRK1A inh,KCNK9 inh,KCNK3 block,TRPC4 agonist,hERG protect,TMEM16A inh,TMEM16A act,KCNQ1 act,KCNQ1 block,TRPC4 potent
COc1ccc(NC(=O)CSCC(=O)Nc2ccc(S(=O)(=O)N3CCCC3)cc2)cc1,4,-6,i,i,i,-6,i,i,i,i,i
CC1(C)CC(=O)c2c(noc2-c2ccccc2)C1,9,-1,i,i,i,-14,i,i,i,i,i
Clc1ccc(N2CCN(/N=C/c3cccnc3)CC2)cc1,9,0,i,i,i,-1,i,i,i,i,i
CC1(C)Cc2c(C#N)c(N3CCN(C(=O)c4ccco4)CC3)nc(Cc3ccccc3)c2CO1,-10,-6,i,i,i,-12,i,i,i,i,i
CCCn1c(SCC(=O)N2CCCCC2)nnc1-c1ccccn1,9,.,i,.,i,-12,i,.,i,i,i
Cc1sc2ncn(CC(=O)N3CCN(c4ccccn4)CC3)c(=O)c2c1S(=O)(=O)N1CCCCC1,-7,-3,i,i,i,-4,i,i,i,i,i
COc1ccc(C(c2nnnn2C(C)(C)C)N2CCN(C)CC2)cc1OC (stereo not given),2,6,i,i,i,-4,i,i,i,i,i
CCNCCNc1ccc(Cl)cc1[N+](=O)[O-],-4,4,i,i,i,-2,i,i,i,i,i
Cc1ccccc1C(=O)NNC(=O)c1cccn1C,-7,5,i,i,i,-8,i,i,i,i,i
C/C(=N\NC(=O)c1cccc(N/N=C(\C)c2ccccc2)c1)c1ccccc1,-4,-6,.,i,.,.,i,i,.,.,.
O=C(NC1CCCCCC1)c1nnc(Cc2ccc(Cl)cc2)o1,-3,-2,i,i,i,-12,i,i,i,i,i
COCCCNC(=O)c1cc(S(=O)(=O)N2CCOCC2)ccc1SCc1cccc(OC)c1OC,4,13,i,i,i,-14,i,i,i,i,i
COc1ccc(CCN(C)Cc2ccc(C(=O)Nc3ccccc3)cc2)cc1OC,-7,-1,i,i,i,-8,i,i,i,i,i
CCc1c(C)nc(SCCOc2ccc(OC(C)C)cc2)[nH]c1=O,-2,-6,i,i,i,-9,i,i,i,i,i
O=C(COC(=O)c1ncc(Cl)c(Cl)c1Cl)NC1CCCCCC1,2,10,i,i,i,-10,i,i,i,i,i
Cc1ccc2c(c1)C1CC(C)(O2)N(c2cccc(C(=O)NC3CCN(Cc4ccccc4)CC3)c2)C(=O)N1 (stereo not given),-2,3,i,i,i,-12,i,i,i,i,i
O=C(Cc1cccc2ccccc12)Nc1ccc(O)cc1C(=O)O,-12,-2,i,i,i,-1,i,i,i,i,i
O=C(Cn1cccc1C(=O)c1ccccc1)NCc1ccc(F)cc1,-2,-2,i,i,i,-3,i,i,i,i,i
O=C(Nc1ccc(S(=O)(=O)N2CCOCC2)cc1)c1ccc([N+](=O)[O-])s1,7,7,i,i,i,-5,i,i,i,i,i
CCC1CCCCN1CCCNC(=O)c1nn(C)c2c1CS(=O)(=O)c1ccccc1-2 (stereo not given),1,8,i,i,i,-2,i,i,i,i,i
O=C1C=C(c2ccccc2)C(O)(c2ccccc2)C1 (stereo not given),1,-8,i,i,i,-4,i,i,i,i,i
CC(=O)N1c2ccc(S(=O)(=O)N3CCC(C(=O)Nc4ccc(C)cn4)CC3)cc2CC1C (stereo not given),2,5,i,i,i,-12,i,i,i,i,i
CC(=O)Nc1cc2c(cc1NC(=O)Cn1nnc(-c3ccc(C)o3)n1)OCCO2,0,3,i,i,i,-12,i,i,i,i,i
CO/N=C(\C(=O)N[C@@H]1C(=O)N2C(C(=O)O)=C(COC(N)=O)CS[C@H]12)c1ccco1,0,2,i,i,i,-5,i,i,i,i,i
CCCn1nnnc1NCc1ccc(F)cc1,-2,33,i,i,i,-12,i,i,i,i,i
CN(C)c1ccc(NC(=O)CSc2nc(N)c(C(=O)Nc3ccc(N(C)C)cc3)s2)cc1,-3,4,i,i,i,-8,i,i,i,i,i
O=C(O)CC(c1ccc(Br)cc1)N1Cc2ccccc2C1=O (stereo not given),0,-2,i,i,i,-5,i,i,i,i,i
Cc1ccccc1OCC(=O)OC(C(=O)c1ccccc1)c1ccccc1 (stereo not given),6,2,i,i,i,-10,i,i,i,i,i
Cc1ccc(-c2nnn(CC(=O)N(CCN3CCOCC3)C(C(=O)NC(C)(C)C)c3ccco3)n2)cc1 (stereo not given),-11,0,i,i,i,-9,i,i,i,i,i
CCCCSc1nnc2c(n1)OC=Nc1ccccc1-2,-1,6,i,i,i,-12,i,i,i,i,i
O=C(O)CCCN1C(=O)C2C3C=CC(C2C1=O)C1C(=O)N(CCCC(=O)O)C(=O)C31 (stereo not given),1,-5,i,i,i,-13,i,i,i,i,i
COc1ccc(-c2noc(CCC(=O)Nc3ccc(C)c(C)c3)n2)cc1,12,-8,i,i,i,0,i,i,i,i,i
Cc1ccc2oc(=O)c3cnn(CC(=O)NCCCOC(C)C)c3c2c1,0,0,i,i,i,-12,i,i,i,i,i
CC(C(=O)N=Nc1c(O)[nH]c2ccccc12)n1cnc2ccccc2c1=O (stereo not given),7,-2,i,i,i,-18,i,i,i,i,i
Cc1ccccc1N1CCN(C2CCCN(C(=O)CCc3c(C)noc3C)C2)CC1 (stereo not given),-3,1,i,i,i,-4,i,i,i,i,i
COc1ccc(N2C(=O)CCC(C(=O)Nc3cccc(C)n3)C2c2ccc(OC)c(OC)c2)cc1 (stereo not given),-2,-6,i,i,i,-11,i,i,i,i,i
COc1cc([N+](=O)[O-])ccc1NC(=O)CCCOc1cccc(C)c1,2,-2,i,i,i,-6,i,i,i,i,i
CC1=C(C(=O)OC(C)C)C(c2ccc(O)cc2)NC(=O)N1 (stereo not given),2,5,i,i,i,-1,i,i,i,i,i
COCCNc1c2c(nc3c(-c4ccccc4)c(C)nn13)CCC2,4,0,i,i,i,-15,i,i,i,i,i
Cc1cc2c(cc1S(=O)(=O)N1CC(C)CC(C)C1)OCC(=O)N2 (stereo not given),-14,-1,i,i,i,-7,i,i,i,i,i

Given with two lines to a compound: entries from further up
Every second line gives: HDAC3 inhib	DYRK1A inh	KCNK9 inh	KCNK3 block	TRPC4 agonist	hERG protect	TMEM16A inh	TMEM16A act	KCNQ1 act	KCNQ1 block	TRPC4 potent
- CC(=O)N1c2ccc(S(=O)(=O)N3CCC(C(=O)Nc4ccc(C)cn4)CC3)cc2CC1C (stereo not given)
 : 2	5	i	i	i	-12	i	i	i	i	i
- CC(=O)Nc1cc2c(cc1NC(=O)Cn1nnc(-c3ccc(C)o3)n1)OCCO2
 : 0	3	i	i	i	-12	i	i	i	i	i
- CO/N=C(\C(=O)N[C@@H]1C(=O)N2C(C(=O)O)=C(COC(N)=O)CS[C@H]12)c1ccco1
 : 0	2	i	i	i	-5	i	i	i	i	i

Other entries follow.
canonical_smiles,HDAC3 inhib,DYRK1A inh,KCNK9 inh,KCNK3 block,TRPC4 agonist,hERG protect,TMEM16A inh,TMEM16A act,KCNQ1 act,KCNQ1 block,TRPC4 potent
Cc1ccc(OCC(=O)N/N=C\c2cccn2C)c([N+](=O)[O-])c1,-4,2,i,i,i,-10,i,i,i,i,i
C#Cc1ccc([C@H]2C=C(C(=O)Nc3ccccc3)O[C@@H](OCc3ccc(CO)cc3)C2)cc1,8,9,i,i,i,-14,i,i,i,i,i
CC(C)Oc1ccc(/C=N/NC(=O)c2ccc(N(Cc3ccccc3)S(C)(=O)=O)cc2)cc1,12,-10,i,i,i,-13,i,i,i,i,i
COc1ccc(/C=N/NC(=S)Nc2cccc(C(=O)O)c2)cc1,9,-1,i,i,i,-2,i,i,i,i,i
CC(C)C[C@H](NC(=O)c1ccc(OC2CCN(C(=O)C3CC3)CC2)cc1)C(N)=O,2,-5,i,i,i,-12,i,i,i,i,i
O=C(Nc1ccc(NC(=O)C2CC2)cn1)c1ccccc1,-5,3,i,i,i,-6,i,i,i,i,i
COCCN1C=C(C(=O)OC)C(c2ccc(OC)c(OC)c2)C(C(=O)OC)=C1,-11,-8,i,i,i,-1,i,i,i,i,i
COc1cc(NC(=O)c2cc(S(=O)(=O)N3CCCCC3)ccc2N2CCOCC2)cc(OC)c1,6,.,i,i,i,-14,i,i,i,i,i
O=C(NCCNc1ccc([N+](=O)[O-])cc1C(F)(F)F)c1ccccc1F,6,-2,i,i,i,-6,i,i,i,i,i
O=C(Nc1ccc(C(=O)N2CCN(c3ccccn3)CC2)cc1)c1ccc(Br)o1,-3,9,.,i,.,.,i,i,.,.,.
CC(=O)c1cccc(NC(=O)CC2S/C(=N/N=C3CCCCCC3)NC2=O)c1 (stereo not given),3,3,i,i,i,-7,i,i,i,i,i
O=c1c(/C=N/O)coc2ccc3ccccc3c12,-2,23,i,i,i,-9,i,i,i,i,i
CCc1ccc(NC(=O)CN(C(=O)N2CCN(CC)CC2)S(=O)(=O)c2ccc(C)cc2)cc1,5,5,i,i,i,-13,i,i,i,i,i
CCn1c(N2CCN(CC(=O)Nc3cccc(C)c3C)CC2)nc2ccccc21,-3,0,i,i,147*,-21,i,i,i,i,i
CNS(=O)(=O)c1ccc2c3c(cccc13)C(=O)N2C,-12,-3,i,i,i,-5,i,i,i,i,i

Only part of the results is shown, so the mix of outcomes need not match the whole.
